Mtb RmlCD inh: M. tuberculosis RmlC/RmlD inhibition. P9WH09+P9WH11. RmlC+RmlD coupled enzyme assay, percent inhibition; primary screen in compound mixtures. inhibition, % at 3.6 µM. 160,000 compounds, 0.03% hits. AID 1533; in the data active = inhibition mostly above about 34%, no sharp cut-off; inconclusive = no clear call, values can overlap the other calls; inactive = mostly below about 22%; note: some results filed as inactive read as strong as hits
Target sequence (P9WH09 whole entry, looked up): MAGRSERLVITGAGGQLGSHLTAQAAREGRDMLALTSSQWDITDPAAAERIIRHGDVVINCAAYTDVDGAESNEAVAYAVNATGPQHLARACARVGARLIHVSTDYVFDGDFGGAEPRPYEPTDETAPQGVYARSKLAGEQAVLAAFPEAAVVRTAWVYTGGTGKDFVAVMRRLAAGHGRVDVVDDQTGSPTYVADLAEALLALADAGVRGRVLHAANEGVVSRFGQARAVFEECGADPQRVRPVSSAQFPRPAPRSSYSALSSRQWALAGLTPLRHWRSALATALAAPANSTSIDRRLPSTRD
Target sequence (P9WH11 whole entry, looked up): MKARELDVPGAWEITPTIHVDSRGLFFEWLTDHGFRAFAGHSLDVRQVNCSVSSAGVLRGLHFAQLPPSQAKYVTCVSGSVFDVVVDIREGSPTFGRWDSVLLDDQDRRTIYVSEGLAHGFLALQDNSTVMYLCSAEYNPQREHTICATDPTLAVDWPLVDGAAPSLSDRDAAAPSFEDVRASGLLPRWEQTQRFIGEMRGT
M. tuberculosis GlmU: inhibition of mycobacterial GlmU enzyme – biochemical, glucosamine-1-phosphate acetyltransferase (AID 1376); M. tuberculosis GlmU acetyltransferase enzyme assay; higher % means a stronger effect; inhibition, %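 (tested at 30 µM in the primary screen)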, or IC50 in µM where a hit was titrated; 220,000 compounds, 0.25% hits; in the data active = inhibition above about 13%; inconclusive = no clear call, values can overlap the other calls;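 note: 0% = complete reaction with vehicle and 100% = reaction without substrate; strong numbers were not always called active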
An asterisk follows results filed as active; u = inconclusive; x = no result given.

SMILES | Mtb RmlCD inh | M. tuberculosis GlmU
N#CNC(=Nc1cccc(Cl)c1)Oc1ccccc1 | -9 | 8.0%
COc1ccc(NS(=O)(=O)c2cccc(NC(=O)c3cnccn3)c2)cc1Br | 2 | -2.0%
Cc1ccc(NC(=O)CN(C)C(=O)/C=C/c2cccc(F)c2)cc1 | x | -4.9%
COc1cccc(-c2noc(Cn3nc(C)c([N+](=O)[O-])c3C)n2)c1 | x | -4.2%
O=C(O)CSCC(=O)Nc1ccccn1 | 0 | -0.2%
O=S(=O)(Cc1cc(-c2ccccc2)no1)c1ccccc1 | -1 | -6.5%
Cc1nonc1NC(=O)CSc1nc2cc(Cl)ccc2c2c1CCCC2 | 1 | 0.3%
COc1ccc(CCNC(=O)CCN2C(=O)COc3ccccc32)cc1OC | -3 | 4.1%
COC(=O)c1ccc(/C=N\N2CCN(Cc3ccc(C)cc3)CC2)cc1 | x | 1.2%
O=C(COc1ccc(C(=O)c2ccc(F)cc2)cc1)NCc1ccc(F)cc1 | -5 | 1.5%
CC1CCC(C(C)C)C(OC(=O)COC(=O)c2ccccc2N)C1 (configuration not stated) | 5 | 1.6%
Cc1c(Cl)cccc1NC(=S)NCC(C)C | x | 2.7%
OC(CCN1CCC2(CC1)OCCO2)C(F)(F)F (configuration not stated) | 4 | -4.7%
CCN(CC)S(=O)(=O)c1ccc2[nH]cc(C(=O)NCCc3ccc(OC)c(OC)c3)c(=O)c2c1 | -1 | -5.2%
O=C(c1ccc(CS(=O)(=O)c2ccc(Br)cc2)o1)N1CCC2(CC1)OCCO2 | 5 | 0.6%
Cc1nc2ccc(NC(=O)NC(=O)c3c(Cl)cccc3Cl)cc2o1 | 8 | 1.1%
COc1cccc(OC)c1C(=O)NNC(=O)c1ccccc1-n1cccc1 | 2 | 0.1%
COc1cc(NS(=O)(=O)c2ccc(NC(=S)NC(=O)COc3ccccc3OC)cc2)nc(OC)n1 | x | 7.1%
COc1ccc(Cl)cc1N/C(N)=N/c1nc(C)cc(C)n1 | -11 | 0.5%
Cc1ccc(-n2nnnc2SCC(=O)Nc2ccc3c(c2)COC3=O)cc1C | -16 | -0.2%
Cc1nn(Cc2ccc(Cl)cc2)c(C)c1NC(=O)c1noc2c1CCCCC2 | 0 | 1.1%
CCOC(=O)c1c(NC(=O)Cn2nnc3ccccc32)sc2c1CCC(C)C2 (configuration not stated) | -12 | 1.2%
Cc1ccccc1C(=O)NCC(=O)Nc1ccccc1C(F)(F)F | -5 | -3.4%
CSc1ccccc1-n1nnnc1SCC(=O)Nc1cc(C)ccc1C | x | -0.5%
COc1ccc(CN2C(=O)Cc3c2nc(N)c2c(N)nc(N4CCOCC4)c(C#N)c32)cc1 | 3 | -0.8%
CNC(=O)COC(=O)c1ccc(NS(=O)(=O)c2ccc3c(c2)OCCO3)cc1 | 8 | -0.7%
Cn1c(=O)n(C)c2cc(/C=C3/NC(=O)N(Cc4ccccc4)C3=O)ccc21 | x | -1.2%
Fc1cccc(NC(=S)NNc2c3ccccc3nc3ccccc23)c1 | 1 | -2.0%
CNC(=O)C(C)c1ncc(C(F)(F)F)cc1Cl (configuration not stated) | 4 | -1.4%
COc1ccc(N(C(=O)CNC(=O)c2ccco2)C(C(=O)NC2CCCCC2)c2ccco2)cc1 (configuration not stated) | 29 | 0.3%

Compound profiles, as listed above. Order of values: Mtb RmlCD inh	M. tuberculosis GlmU
CNC(=O)C(C)c1ncc(C(F)(F)F)cc1Cl (configuration not stated) as listed: 4	-1.4%
Cc1nc2ccc(NC(=O)NC(=O)c3c(Cl)cccc3Cl)cc2o1 as listed: 8	1.1%
COc1ccc(Cl)cc1N/C(N)=N/c1nc(C)cc(C)n1 as listed: -11	0.5%
Cn1c(=O)n(C)c2cc(/C=C3/NC(=O)N(Cc4ccccc4)C3=O)ccc21 as listed: x	-1.2%
CCOC(=O)c1c(NC(=O)Cn2nnc3ccccc32)sc2c1CCC(C)C2 (configuration not stated) as listed: -12	1.2%

Later entries
SMILES | Mtb RmlCD inh | M. tuberculosis GlmU
COCCNC(=O)CSc1nc(-c2ccccc2)c(-c2ccccc2)o1 | -2 | 2.2%
N#CC1=C(N)N2C(=C(C#N)C13CCCCC3)SC1CCCCC12O (configuration not stated) | 13 | 1.5%
O=C(O)C1CSC2c3ccccc3C(=O)N12 (configuration not stated) | -6 | 5.4%
Cc1ccc(N(CC(=O)O)S(C)(=O)=O)cc1Cl | -13 | -0.3%
FC(F)(F)c1cccc(N2CCN(C(=S)NCC3CCCO3)CC2)c1 (configuration not stated) | -1 | -4.0%
CCN(CC)S(=O)(=O)c1ccc2c3c(cccc13)C(=O)N2 | x | 8.9%
Cc1cc(=O)[nH]c(SCC(=O)N(CCC#N)c2ccccc2)c1C#N | 9 | 1.9%
Cn1c(C(C#N)C(=O)Cc2cccc3ccccc23)nc2ccccc21 (configuration not stated) | x | 3.1%
COC(=O)c1ccc(Cl)c(NC(=O)c2cccc([N+](=O)[O-])c2C)c1 | 26 | -4.3%
O=C(NCCc1ccccc1)/C(=C/c1ccco1)c1ccccc1 | x | 0.8%
CCOC(=O)c1sc(NC(=O)CCN2C(=O)c3cccc([N+](=O)[O-])c3C2=O)c(C(=O)OCC)c1C | 5 | -4.0%
C/C=C/C=C\C(=O)Nc1cccc(C2=NOC3(C2)C[C@@H](C(N)=O)N(C(=O)/C(C)=C/C)C3)c1 (some centres not stated) | 8 | 0.9%
O=C(COC(=O)c1cnccn1)c1ccc2c(c1)CCCC2 | 3 | 5.3%
O=C(CCCN1C(=O)c2ccccc2C1=O)Nc1cccnc1 | x | -3.5%
Cc1oc(-c2ccccc2)cc1C(=O)Nc1cccc2ccccc12 | 2 | -3.4%
Cc1ccccc1OCC(=O)NNC(=O)CN1C(=O)c2ccccc2C1=O | -1 | 5.0%
O=[N+]([O-])c1cc(S(=O)(=O)C(F)(F)F)ccc1Sc1nc2ccccc2[nH]1 | 6 | -0.1%
CC1=CC(C2CC(=O)N(c3ccc(C)cc3)C2=O)CC2C(=O)N(c3ccc(C)cc3)C(=O)C12 (configuration not stated) | -6 | 3.6%
CCCOc1cccc(C(=O)NC(=S)Nc2cccc(NC(=O)c3ccccc3Cl)c2)c1 | x | 2.1%
CC(OC(=O)Cc1coc2cc3c(cc12)CCC3)C(=O)NCc1ccc2c(c1)OCO2 (configuration not stated) | x | 1.9%
CCOC(=O)c1ccc(NC(=O)c2nc[nH]c2C(=O)N[C@H](C)c2ccccc2)cc1 | -1 | 3.9%
CCC(C)NC(=O)c1ccccc1SC (configuration not stated) | -2 | 0.0%
Cc1cccc(-n2cnc3sc(C)c(C)c3c2=O)c1 | -1 | 6.5%
O=C(Nc1nccs1)c1cc(-c2ccncc2)nc2ccccc12 | -3 | 4.0%
CCc1cccc(NC(=O)NC(=O)Cn2nnc(C(=O)OC)c2C(=O)OC)c1 | -13 | -0.3%
CC(C)(C)S(=O)(=O)c1ccc(S(=O)(=O)C(C)(C)C)s1 | x | 3.0%
CCC(Sc1nc2cc(OC)c(OC)cc2c(=O)n1CCc1ccc(S(N)(=O)=O)cc1)C(=O)NCCOC (configuration not stated) | -6 | 1.4%
CCOC(=O)c1c(C)c(C(=O)NCCCOC)c(C)n1C | -4 | x
O=C(NNc1ccccc1Cl)C(O)(c1cccc(C(F)(F)F)c1)c1cccc(C(F)(F)F)c1 | x | -2.8%
CC1=NN(C(=O)Cc2ccccc2)C(O)(c2ccccc2)C1 (configuration not stated) | 7 | -6.4%
COc1ccc(N(CC(=O)Nc2ccc(F)c(Cl)c2)S(=O)(=O)c2c(C)noc2C)cc1 | -13 | 5.8%
CCCCSc1n[nH]c(N)n1 | x | 1.1%
CCN=C(NCC)SC1CC(=O)N(c2cccc(OCC)c2)C1=O (configuration not stated) | 8 | 2.4%
CC(C)NS(=O)(=O)c1ccc(OCC(=O)Nc2ccccc2F)cc1 | -1 | 0.9%
CCOC(=O)CNC(=O)CNC(=O)c1ccc(OC(C)C)cc1 | x | -2.1%
Cn1ccs/c1=N\S(=O)(=O)c1ccc(Br)cc1 | -10 | -1.2%
CCCCCCN1C=CC(=C/C=C(\C#N)C(=O)OCC)C=C1 | 15 | -4.4%
NC(=O)Cn1c2[n+](c3ccccc31)CC(O)CS2 (configuration not stated) | x | -1.6%
CC(=O)Oc1cc2c(cc1Cl)C(c1cccs1)CC1(CC(C)(C)NC(=S)N1)O2 (configuration not stated) | -8 | 2.9%
CCCC(C(=O)NC1CCCCC1)N(Cc1ccco1)C(=O)CNS(=O)(=O)c1ccccc1 (configuration not stated) | -6 | 3.8%
Cc1cccc(-c2nc3ccccc3c(=O)n2NC(=O)c2cccs2)c1 | 2 | 2.1%
Cc1ccc(CN2CCN(/N=C/c3ccc(C(F)(F)F)cc3)CC2)cc1 | 3 | 3.6%
COc1cc2c(cc1NC(=O)COC(=O)C1CC(=O)N(Cc3ccco3)C1)oc1ccccc12 (configuration not stated) | x | -0.7%
Cc1ccc2cc(CN(C(=O)c3ccco3)c3ccccc3C)c(=O)[nH]c2c1 | 10 | -2.6%
CC(C)(C)OC(=O)NCc1n[nH]c(=S)n1C1CC1 | -4 | -1.5%
CC(=O)C1C(=O)c2c(cccc2[N+](=O)[O-])C1=Nc1cccc(Cl)c1 (configuration not stated) | 9 | -3.1%
CC(=O)Nc1ccc2c(c1)nc(CCN1CCN(C)CC1)n2C | 3 | -0.4%
COc1ccc(S(=O)(=O)N(CCc2ccccc2)CC(=O)O)cc1Cl | 6 | 11%
COC(=O)c1ccc(NCN2C(=O)C3C4CCC(C4)C3C2=O)cc1 (configuration not stated) | 9 | -0.8%
Cc1cc(Nc2cccc(O)c2)c2ccccc2n1 | 3 | -2.4%
Cc1cccc(NC(=O)C(Cc2ccccc2)n2cccc2)c1 (configuration not stated) | -2 | -0.7%
O=C(c1ccc(F)cc1)N1CCN(c2cnn(-c3ccccc3)c(=O)c2Cl)CC1 | 8 | -3.4%
OCCC1CN(Cc2cnc(N3CCCC3)s2)CCN1C1CCCC1 (configuration not stated) | -11 | -0.1%
COC(=O)[C@@H]1C[C@@]2(O)[C@H](O)[C@H](O)[C@H](O)C[C@H]2N1Cc1cc(OC)cc(OC)c1 | x | 2.3%
O=C(CNC(=O)C1CCCCC1)Nc1ccc(F)c(Cl)c1 | 3 | 4.9%
FC(F)(F)c1cc(-c2cccs2)nc2ncnn12 | 3 | -5.7%
Cc1ccccc1NC(=O)C1CC(=O)N(c2ccc3c4c(cccc24)CC3)C1 (configuration not stated) | x | -2.4%
CCOC(=O)N1CCC(c2nc3ccccc3[nH]2)CC1 | 15 | 3.5%
Cc1cccc(OCCCC(=O)NC(C)c2ccccc2)c1 (configuration not stated) | -3 | -2.6%
NC(=O)c1nn(-c2ccccc2)nc1N | 79* | 0.7%

(continued)
SMILES | Mtb RmlCD inh | M. tuberculosis GlmU
N/C(Cn1nnc(-c2ccccc2)n1)=N\O | -11 | 2.3%
O=C(NCCSCc1ccco1)Nc1cccc(Cl)c1 | x | -2.9%
COC(=O)N/N=C/c1cccc([N+](=O)[O-])c1 | 8 | 2.8%
C=C(C)COc1ccc(-c2[nH]ncc2-c2ccc(OC)c(OC)c2)c(O)c1 | x | -1.9%
Cc1ccccc1-n1c(=O)c(C#N)cc2c(=O)n3ccccc3nc21 | x | 2.0%
Cc1ccc(C(=O)OCC(=O)NCc2ccc3c(c2)OCO3)s1 | u | 6.3%
N#C/C(=C\C1CC2C=CC1C2)c1nc2ccccc2[nH]1 (configuration not stated) | -4 | 4.3%
O=C(CCN1C(=O)c2ccccc2C1=O)NCc1ccncc1 | 0 | 5.5%
COCCn1nnnc1CN1CCC(O)(c2cccc(C(F)(F)F)c2)CC1 | 14 | 4.7%
O=C(Nc1ccc2nc[nH]c2c1)c1ccco1 | x | 6.2%
COc1cc2c(cc1OC)C(c1ccccc1)CC2=O (configuration not stated) | 0 | 2.2%
CCCN1C(=O)c2cc(C(=O)Nc3ccc(OC)c(OC)c3)ccc2C1Nc1ccc(OC)c(OC)c1 (configuration not stated) | 1 | -0.5%
C=C(C)C(=O)N1CC2(CC(c3cccc(NC(=O)COc4ccc(Cl)cc4)c3)=NO2)C[C@@H]1C(N)=O (some centres not stated) | 1 | 4.2%
NC(=O)CC1NC(=O)c2ccccc21 (configuration not stated) | 14 | 1.8%
COc1ccc(OC)c(S(=O)(=O)N(C)CC(=O)N2CCN(c3ccccc3)CC2)c1 | -3 | 0.8%
CSC(=Nc1cccc(C)c1)NC#N | x | 3.1%
CCOc1cc(/C=N/Nc2nn3cnnc3c3ccccc23)ccc1O | -9 | 2.8%
NC1=NC(=Nc2ccc(S(=O)(=O)N3CCOCC3)cc2)c2ccccc21 | x | 11%
COc1ccc(NC(=O)CC2(Cc3ccccc3)CCOC(C)(C)C2)cc1 (configuration not stated) | x | 1.2%
CCOc1ccccc1NC(=O)CSc1nnc(-c2ccco2)n1Cc1ccco1 | -8 | 3.3%
CCn1cc([N+](=O)[O-])c(C(=O)N2N=C(c3ccc(O)c(OC)c3)CC2c2ccccc2O)n1 (configuration not stated) | -4 | -5.3%

Grouped by structure, the compounds so far with bromine.
SMILES | Mtb RmlCD inh | M. tuberculosis GlmU
COc1ccc(NS(=O)(=O)c2cccc(NC(=O)c3cnccn3)c2)cc1Br | 2 | -2.0%
O=C(c1ccc(CS(=O)(=O)c2ccc(Br)cc2)o1)N1CCC2(CC1)OCCO2 | 5 | 0.6%
Cn1ccs/c1=N\S(=O)(=O)c1ccc(Br)cc1 | -10 | -1.2%

Compounds listed so far with a tert-butyl group:
SMILES | Mtb RmlCD inh | M. tuberculosis GlmU
CC(C)(C)S(=O)(=O)c1ccc(S(=O)(=O)C(C)(C)C)s1 | x | 3.0%
CC(C)(C)OC(=O)NCc1n[nH]c(=S)n1C1CC1 | -4 | -1.5%

This is a subset. The share of hits here may be higher or lower than overall.
